Ecoli WT expand = blocks growth of wild type E. coli BW25113; OD600 absorbance; growth inhibition, % at 100 µM; 98,000 tested, 0.15% active;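 active means growth inhibition above about 50% at one test dose, limit read from the data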;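 further: growth measured after 20 h incubation at 37 °C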
S1P2 agonist = activates the human S1P2 receptor; O95136; S1P2-expressing cell line, agonist reporter read-out; 97,000 tested, 0.46% active; activation, % at 4.5 µM; AID 729; in the data active means activation above about 16%;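 further: 0% = vehicle low control and 100% = maximal reference agonist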
Target sequence (O95136 whole entry, looked up): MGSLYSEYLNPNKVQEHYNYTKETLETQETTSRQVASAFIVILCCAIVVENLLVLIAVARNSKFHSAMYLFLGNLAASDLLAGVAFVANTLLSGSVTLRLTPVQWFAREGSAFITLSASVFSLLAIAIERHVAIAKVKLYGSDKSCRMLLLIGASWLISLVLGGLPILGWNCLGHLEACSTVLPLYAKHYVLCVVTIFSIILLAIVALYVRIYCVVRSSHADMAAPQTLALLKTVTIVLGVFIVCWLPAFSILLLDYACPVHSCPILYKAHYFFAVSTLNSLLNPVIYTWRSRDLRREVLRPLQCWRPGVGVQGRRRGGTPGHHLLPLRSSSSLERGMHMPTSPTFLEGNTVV
HUVEC prolif 384 = inhibitors of human endothelial cell proliferation; AID 648; viability, % at 10 µM (by protocol); HUVEC proliferation, CellTiter-Glo luminescence, 72 h; hits give low values; 86,000 tested, 1.1% active;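 active means viability at or below 30%; inactive means viability above 30%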;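 further: 100% = median luminescence of DMSO-only cell control wells on each plate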
PostGolgi ctrl = yeast control strain growth, post-Golgi counter-screen; efflux-deficient yeast background strain, growth absorbance A615, 16 h; inhibition, % at 10 µM; 98,000 tested, 5% active
hDAT+cocaine = human DAT dopamine uptake with cocaine, either direction; LLC-PK1 hDAT cells, [14C]-dopamine uptake with cocaine IC80; actives deviate in either direction; B-score at 10 µM; 110,000 tested, 1.3% active; AID 449768;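 active means Z score or B-score, a plate-position-corrected score, falls beyond the plate's 99.7% confidence bounds, in either direction; inactive means both scores lie inside the 99.7% bounds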;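 further: scored against the spread of the other compound wells on the same plate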
Target sequence (Q01959 whole entry, looked up): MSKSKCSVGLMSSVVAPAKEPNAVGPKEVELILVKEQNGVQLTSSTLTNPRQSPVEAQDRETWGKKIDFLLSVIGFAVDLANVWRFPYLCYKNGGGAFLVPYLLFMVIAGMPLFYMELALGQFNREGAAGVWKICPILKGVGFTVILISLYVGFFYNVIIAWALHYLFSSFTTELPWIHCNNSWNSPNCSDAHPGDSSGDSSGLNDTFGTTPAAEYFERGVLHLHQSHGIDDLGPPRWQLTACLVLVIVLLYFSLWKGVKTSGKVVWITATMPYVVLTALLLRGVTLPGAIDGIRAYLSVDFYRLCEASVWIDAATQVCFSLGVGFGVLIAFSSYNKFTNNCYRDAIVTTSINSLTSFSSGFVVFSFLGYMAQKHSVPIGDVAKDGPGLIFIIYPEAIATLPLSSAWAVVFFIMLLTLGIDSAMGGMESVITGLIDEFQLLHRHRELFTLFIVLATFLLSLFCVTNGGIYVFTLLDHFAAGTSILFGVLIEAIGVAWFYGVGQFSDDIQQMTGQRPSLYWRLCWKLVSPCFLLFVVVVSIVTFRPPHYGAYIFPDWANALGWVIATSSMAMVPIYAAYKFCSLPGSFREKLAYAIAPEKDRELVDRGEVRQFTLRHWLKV
H69AR growth 86K = blocks growth of human H69AR lung tumor cells | H69AR lung tumor viability, ATP luminescence, 72 h; hits give low values | viability, % at 10 µM | 85,000 tested, 6% active | AID 598;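 active means viability at or below 40%; inactive means viability above 40%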;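 further: multidrug resistant small cell line overexpressing MRP-1 efflux transporter; 100% = mean luminescence of untreated control wells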
S1P2 antag = S1P2 (human) receptor antagonism; 97,000 tested, 0.21% active; AID 736; inhibition, % at 5 µM; cell-based S1P2 antagonist assay, inhibition at 5 uM; O95136; in the data active means inhibition above about 45%;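 further: CRE beta-lactamase reporter cells expressing human S1P2 stimulated with S1P; 0% = agonist at EC80 alone and 100% = agonist plus reference antagonist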
PostGolgi yeast = growth inhibition of a yeast mutant, post-Golgi transport screen | post-Golgi transport phenotypic cell assay | inhibition, % at 10 µM | 98,000 tested, 0.9% active | AID 739;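 further: yeast cells grown in 1536-well plates; yeast grown about 18 h at 30C before absorbance read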
Fibroblast inh = blocks proliferation of human lung fibroblasts. LL 47 human lung fibroblast viability, ATP luminescence; hits give low values. viability, % at 10 µM. 85,000 tested, 1.1% active. AID 719;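 active means viability at or below 50% in the single dose screen; inactive means viability above 50%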;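 further: compound exposure lasted 72 h before the ATP readout; 100% = median luminescence of untreated cell-only wells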
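Material: human LL 47 lung fibroblast cells; quantity: 1,150 cells/well; medium: IMEM plus 15% FBS; doses: 0.1% DMSO in all compound wells; timing: overnight attachment after seeding, then 72 h compound exposure at 37 °C; detection: CellTiter-Glo luminescence; measure: % viability of median cell-only signal; controls: cell-only wells, no compound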
Starred values were filed as active, the others as inactive; x = no result given; & = joins results of further samples. Unless noted, no stated cut-off is given here; in the data, active means inhibition above about 30%; inactive means the rest.

SMILES | Ecoli WT expand | S1P2 agonist | HUVEC prolif 384 | PostGolgi ctrl | hDAT+cocaine | H69AR growth 86K | S1P2 antag | PostGolgi yeast | Fibroblast inh
CC(OC(=O)c1cc[n+]([O-])cc1)C(=O)Nc1ccc(Cl)cn1 (configuration not stated) | 7 | x | 90 | 1 | 0.0033 | 77 | x | 9 | 94
Cc1ccc2c(CN3C(=O)NC4(CCCCC4)C3=O)cc(=O)oc2c1C | 4 | x | 92 | 8 | 0.058 | 101 | x | -3 | 93
COc1ccccc1C(=O)N(Cc1nc(-c2ccc(Cl)cc2)no1)C(C)C | -1 | -1 | 99 | 32* | 1.9 | 96 | -31 | 2 | 91
O=c1c(Cl)c(NCCO)ncn1-c1ccccc1 | -10 | -5 | 101 | 1 | 0.06 | 97 | 4 | 5 | 99
O=C(O/N=C(\c1ccccc1)c1ccccn1)c1ccc(Cl)c(Cl)c1 | -13 | -11 | x | 27 | -1.2 | x | 4 | -4 | x
Cc1csc(=S)n1-c1ccccc1 | -1 | -5 | 96 | 9 | -1.4 | 100 | -5 | 13 | 94
CCc1ccc(-c2nc(C(N)=O)c3[nH]c(=O)n(-c4ccccc4OC)c3n2)cc1 | -8 | -5 | 39 | -1 | -0.61 | 16* | -12 | -9 | 37*
O=C(NCCC1=CCCCC1)C1CCN(c2nnc(-n3cccc3)s2)CC1 | -1 | x | 99 | 5 | 0.9 | 86 | x | -12 | 100
CCOc1cc(CNCCCN2CCOCC2)cc(Br)c1OCC(=O)Nc1cccc(C(F)(F)F)c1 | 40 | -5 | x | 20 | 2.1 | x | 22 | -2 | x
CCC(C)NS(=O)(=O)c1ccc(NC(=O)c2c(-c3ccccc3)noc2C)cc1 (configuration not stated) | 1 | -6 | 88 | -1 | -0.37 | 97 | 0 | -3 | 81
Cc1cc(C)nc(NS(=O)(=O)c2ccccc2)n1 | -2 | -6 | 91 | 6 | 0.66 | 98 | -7 | 6 | 99
CCCn1nc2cc(C(=O)NCc3ccccc3)ccc2c1OCC | 17 | -5 | x | -7 | 1.4 | x | 1 | 2 | x
COc1ccc(/C=C2/C(=O)N=C(N)N2C)cc1OC | 2 | -3 | 92 | 6 | -0.48 | 84 | -2 | 0 | 91
CCCCn1cnc2c([nH]c3ccccc32)c1=O | 5 | -4 | 95 | 0 | -0.16 | 88 | 9 | -3 | 108
O=c1[nH]c(=O)n(Cc2ccccc2)c2nc(-c3ccco3)cc(C(F)(F)F)c12 | -7 | -8 | 44 | 7 | 0.56 | 31* | 2 | 3 | 58
O=S(=O)(NCCc1ccncc1)c1ccc(Br)cc1 | 10 | -3 | 87 | 0 | -0.28 | 101 | 20 | -1 | 104
CCOC(=O)c1c(C)oc(/N=C/c2ccccc2O)c1C#N | 14 | -8 | 83 | 9 | 0.16 | 102 | 15 | 3 | 97
NS(=O)(=O)c1cccc2cccnc12 | 0 | -7 | 104 | -3 | 0.00064 | 106 | 9 | 4 | 101
Cc1ccc(-c2nnn(CC(=O)N(Cc3ccc(F)cc3)C(C(=O)NC3CCCC3)c3ccncc3)n2)o1 (configuration not stated) | x | -7 | 90 | x | 0.055 | 95 | 0 | x | 97
Cc1nc(-c2cccc(S(=O)(=O)N3CC(C)CC(C)C3)c2)cs1 (configuration not stated) | 11 | -4 | 114 | 17 | 0.38 | 89 | 0 | 0 | 106
Cc1ccc(NC2=NCC(=O)N2c2ccc3c(c2)OCCO3)c(C)c1 | -8 | -2 | 101 | 6 | 1.6 | 93 | 14 | 1 | 102
CCOC(=O)C(C)n1cnc2c(nnn2-c2ccc(OC)cc2)c1=O (configuration not stated) | 4 | -6 | 102 | -5 | -0.38 | 90 | 11 | -7 | 100
CCC(=O)Nc1ccc(NC(=O)c2ccccc2Cl)nc1 | 0 | -3 | 110 | 3 | -0.69 | 95 | 16 | 1 | 102
Cc1ccc2c(c1)C(c1ccccc1)N(C(=O)C(C)C)CC(=O)N2 (configuration not stated) | 5 | -2 | 97 | 5 | -0.062 | 102 | 2 | 1 | 99
Cc1ccc(NC(=O)N2CCc3ccccc32)cc1 | x | -2 | 83 | x | -0.75 | 47 | 4 | x | 83

Entries of single compounds, looked up by structure. Values in the order: Ecoli WT expand, S1P2 agonist, HUVEC prolif 384, PostGolgi ctrl, hDAT+cocaine, H69AR growth 86K, S1P2 antag, PostGolgi yeast, Fibroblast inh
CCCn1nc2cc(C(=O)NCc3ccccc3)ccc2c1OCC is entered as 17, -5, x, -7, 1.4, x, 1, 2, x
CC(OC(=O)c1cc[n+]([O-])cc1)C(=O)Nc1ccc(Cl)cn1 (configuration not stated) is entered as 7, x, 90, 1, 0.0033, 77, x, 9, 94
Cc1ccc(NC2=NCC(=O)N2c2ccc3c(c2)OCCO3)c(C)c1 is entered as -8, -2, 101, 6, 1.6, 93, 14, 1, 102
CCC(C)NS(=O)(=O)c1ccc(NC(=O)c2c(-c3ccccc3)noc2C)cc1 (configuration not stated) is entered as 1, -6, 88, -1, -0.37, 97, 0, -3, 81

Remaining list, next part
SMILES | Ecoli WT expand | S1P2 agonist | HUVEC prolif 384 | PostGolgi ctrl | hDAT+cocaine | H69AR growth 86K | S1P2 antag | PostGolgi yeast | Fibroblast inh
COCCOC(=O)C1=C(N)Oc2c(oc(CO)cc2=O)C1c1c(F)cccc1Cl (configuration not stated) | 2 | -3 | 92 | -8 | 0.54 | 82 | -9 | 5 | 102
CC(=O)/C(=N\Nc1ccccc1)Oc1ccc([N+](=O)[O-])cc1 | x | -7 | 97 | x | -0.51 | 63 | 10 | x | 97
CC1CCCCN1C(=O)CSc1nc(C2CC2)nc2c1cnn2-c1ccccc1 (configuration not stated) | 2 | -7 | x | 27 | -0.27 | x | -5 | 18 | x
NC(=O)c1c(-c2cccs2)csc1N | 15 | -8 | 99 | 10 | 0.56 | 77 | 28 | -2 | 101
COc1cccc2c1C(=O)CC2NC(=O)C(F)(F)F (configuration not stated) | -2 | -12 | x | 21 | 0.66 | x | 1 | -3 | x
Nc1ccc2nc(-c3ccccc3)[nH]c2c1 | 18 | -6 | 86 | -1 | 0.58 | 33* | -12 | -2 | 100
CCn1c(=O)c2c3c(sc2n2c(=S)[nH]nc12)CCC3 | 8 | -4 | 93 | 6 | -0.12 | 90 | -6 | -5 | 96
O=C(Nc1ccc(N2CCOCC2)c(C(=O)O)c1)c1ccco1 | -4 | -3 | x | 3 | 0.075 | x | -12 | 8 | x
COC(=O)c1ccccc1NC(=O)c1cc2sccc2n1C | -7 | -4 | 83 | -3 | -0.2 | 81 | 17 | 16 | 104
O=C(Cn1cc(C(F)(F)F)ccc1=O)N1CCN(S(=O)(=O)c2ccc(Cl)cc2)CC1 | 8 | -9 | 98 | 4 | 0.07 | 94 | 9 | -1 | 107
Cc1ccc(/C=N/NC(=O)c2sccc2OCc2ccc(F)cc2)cc1 | -3 | 1 | x | 13 | -0.17 | x | -20 | -18 | x
CCCCN(C)C(=O)c1ccc(S(=O)(=O)N2CCOCC2)cc1 | -1 | -2 | x | 11 | -0.67 | x | -3 | -2 | x
CCN(CC)CCCNC(=O)C1c2ccccc2Oc2ccccc21 | -7 | -4 | 98 | 0 | 0.12 | 86 | -2 | -2 | 97
O=C(NCC(=O)N(Cc1cccs1)C(C(=O)NC1CCCCC1)c1ccncc1)c1ccco1 (configuration not stated) | x | -5 | 101 | x | -0.17 | 96 | -12 | x | 103
O=C(Nc1ccccc1)N1CCC(n2c(=O)[nH]c3ccccc32)CC1 | 7 | -4 | 100 | 2 | 1 | 85 | 2 | 2 | 105
OCC1CCCN1C(=S)Nc1ccccc1 (configuration not stated) | 3 | -1 | x | 3 | 0.22 | x | 18 | 1 | x
CN1/C(=C\C(=O)c2ccco2)c2ccccc2CC1(C)C | 4 | -9 | 95 | 2 | 0.016 | 90 | 7 | 9 | 95
O=C(NC1CC2CCC1C2)C1CCN(S(=O)(=O)c2ccc(-c3nn[nH]n3)cc2)CC1 (configuration not stated) | 3 | -6 | 100 | 1 | -0.34 | 94 | 10 | 16 | 98
Cc1nc(-c2cccnc2)sc1C(=O)Nc1cccc(C(F)(F)F)c1 | 13 | -3 | x | 5 | 1.5 | x | 9 | 11 | x
CC(C)CCn1nnnc1C(c1ccc(F)cc1)N1CCC(C(N)=O)CC1 (configuration not stated) | -7 | x | 101 | 2 | -0.22 | 88 | x | 2 | 102
CC1CCN(CCCNC(=O)COc2cc(=O)n(C)c3ccccc23)CC1 | 0 | -4 | 88 | 3 | -0.24 | 87 | 2 | 1 | 98
CC1(C)CC(=O)C2=C(C1)N(Cc1cccnc1)C(=O)C2(NC(=O)c1ccc(F)cc1)C(F)(F)F (configuration not stated) | -2 | -2 | 109 | 4 | -0.1 | 98 | -8 | -3 | 92
COc1ccc(OC)c(C2C(C(=O)Nc3nc4ccccc4s3)=C(C)NC3=C2C(=O)CCC3)c1 (configuration not stated) | -4 | 24* | x | 17 | 2.5 | x | -20 | -1 | x
COc1ccc(Br)cc1C(=O)Nc1ccccc1-c1ccccc1 | -11 | 1 | x | 26 | -0.14 | x | -16 | -6 | x
COc1ccc(N2CCN(C(=O)CCCOc3cc(=O)n(C)c4ccccc34)CC2)cc1 | 4 | -8 | 95 | 6 | 0.061 | 72 | 2 | 0 | 97
Further results follow:
SMILES | Ecoli WT expand | S1P2 agonist | HUVEC prolif 384 | PostGolgi ctrl | hDAT+cocaine | H69AR growth 86K | S1P2 antag | PostGolgi yeast | Fibroblast inh
O=C(CCCCCn1c(=S)[nH]c2ccccc2c1=O)NCc1ccc2c(c1)OCO2 | 0 | -6 | x | 15 | -0.089 | x | -22 | 7 | x
Cc1ccc(CN2CCN(c3ccccn3)CC2)s1 | 7 | 1 | 103 | 23 | 0.87 | 96 | -9 | 4 | 96
CC(=O)Oc1ccc(N(C(C)=O)S(=O)(=O)c2cccs2)cc1 | 4 | -1 | 105 | 0 | -0.082 | 86 | 2 | 4 | 94
O=C(CN1C(=O)C2CCc3[nH]c4ccccc4c3C2C1=O)N1CCCC1 (configuration not stated) | 1 | -7 | 102 | -3 | 0.51 | 93 | 5 | -6 | 99
Cc1cc(=O)n2c3c(sc2n1)C(=O)N(Cc1ccccc1)C3=O | -1 | -5 | 74 | 19 | -0.038 | 1.1* | 19 | 3 | 67
CCC1CCCCN1S(=O)(=O)c1ccc(S(=O)(=O)N(Cc2cccs2)C2CC2)cc1 (configuration not stated) | -19 | 0 | 124 | 7 | -0.45&-0.15 | 84 | -16 | 10 | 89
COc1ccc(-c2nc3c(Br)c(N)c(Br)cc3o2)cc1 | -2 | -3 | 60 | -1 | x | 29* | 14 | 3 | 80
COc1ccccc1OCCNC(=O)c1ccc(S(=O)(=O)N(C)C)cc1 | -2 | -2 | x | 2 | 0.74 | x | 12 | -1 | x
COc1ccccc1CC(=O)NCc1ccc2c(c1)OCO2 | 5 | -3 | 101 | 11 | -0.9 | 105 | -9 | 1 | 100
COC(C)(C)c1cc(C(C)(C)C)nc(N)n1 | 5 | -6 | 93 | 10 | -0.02 | 98 | -10 | 19 | 93
Clc1ccc2nc(CN3CCCCC3)cn2c1 | 8 | -7 | 96 | 0 | 0.43 | 86 | 9 | 12 | 98
COc1ccc(CCNC(=O)CN(C)S(=O)(=O)c2ccc3c(c2)CCC(=O)N3)cc1OC | 3 | -5 | 113 | -3 | -1.1 | 93 | 14 | 5 | 103
CN(Cc1nc(-c2cccnc2)no1)S(=O)(=O)c1ccc(Br)cc1 | 5 | -3 | 93 | 8 | 1.6 | 74 | 7 | -4 | 96
CCOc1ccc2cc(S(=O)(=O)N3CCN(C)CC3)ccc2c1 | 3 | -6 | 97 | 2 | 1.2 | 83 | 4 | 7 | 92
COc1ccc(CNC(=O)c2c(O)c3ccccc3n(C)c2=O)cc1OC | -11 | 0 | 90 | 11 | -0.99 | 70 | 0 | -4 | 86

High-throughput results (PubChem)
